Source: PubChem BioAssay (IUPUI and University of Michigan)
ST2 IL33 inh: inhibitors of human ST2 (IL1RL1) binding to IL-33; Q01638; AlphaLISA ST2-Fc/biotin-IL-33 interaction, 1 h; inhibition, % for hits at 17 µM; 78,000 tested, 2.3% active; AID 1259354; in the data active = inhibition above about 30%; inconclusive = mostly about 10% to 28%
Target sequence (Q01638 whole entry, looked up): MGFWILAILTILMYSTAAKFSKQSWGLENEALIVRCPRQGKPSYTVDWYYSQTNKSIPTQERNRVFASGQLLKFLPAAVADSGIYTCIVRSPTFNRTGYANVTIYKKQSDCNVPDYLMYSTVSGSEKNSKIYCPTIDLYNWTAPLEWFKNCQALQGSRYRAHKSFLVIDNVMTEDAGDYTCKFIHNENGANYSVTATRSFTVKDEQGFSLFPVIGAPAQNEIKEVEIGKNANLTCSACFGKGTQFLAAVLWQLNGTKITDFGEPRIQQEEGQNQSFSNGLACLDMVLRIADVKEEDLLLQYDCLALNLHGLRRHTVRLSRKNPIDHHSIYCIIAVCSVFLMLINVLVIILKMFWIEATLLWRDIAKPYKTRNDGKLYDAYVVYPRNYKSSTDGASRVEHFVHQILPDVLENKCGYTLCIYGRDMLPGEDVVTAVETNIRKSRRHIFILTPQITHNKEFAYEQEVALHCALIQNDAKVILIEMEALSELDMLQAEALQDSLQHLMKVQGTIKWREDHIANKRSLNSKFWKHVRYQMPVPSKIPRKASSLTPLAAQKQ
An asterisk follows results filed as active; i = inactive; ? = inconclusive.

SMILES	ST2 IL33 inh
CCOC(=O)C1C2C=CC3(CN(C(C)c4ccc(Br)cc4)C(=O)C13)O2 (stereo not given)	i
COc1ccc(CNC(=O)[C@@H]2Cc3nc[nH]c3CN2Cc2ccc(OC)c3ccccc23)cc1	i
CCCOc1ccc(Oc2nc(NCC)nc(NC(C)C)n2)nn1	i
Cc1ccc(N2C(=O)C3C(C2=O)[C@H]2C=C[C@@H]3CC2)cc1Cl (stereo not given in full)	i
CCC(Sc1nc2c(c(=O)n1-c1ccc(Br)cc1)SCC2)C(=O)OC (stereo not given)	?
O=C(Nc1ccc(Br)cn1)c1ccc(Cl)cc1	?
O=c1[nH]c2c(s1)C1c3cc([N+](=O)[O-])ccc3OCC1CS2 (stereo not given)	i
O=C(CSc1ncccn1)NCCc1ccccc1	i
O=C(NC1CCN(Cc2ccccc2)C1)c1cn(Cc2ccccc2Cl)nn1 (stereo not given)	i
C=C(C)Cn1c(CCNC(=O)C(C)(C)C)nc2ccccc21	i
COc1ccc(/C=C2/SC(=O)N(CCCC(=O)Nc3cccc(O)c3)C2=O)cc1	?
Cc1cc(N2CCCC(C(=O)c3ccc4c(c3)OCO4)C2)nc(N)n1 (stereo not given)	i
O=C(c1cccs1)N1CCN=C1SCc1cccc(Cl)c1	i
CCCN(CCC)S(=O)(=O)c1ccc2c(c1)CC(C)N2C(=O)CC (stereo not given)	i
CC(=O)N1CCC(N2C[C@@H]3OCC(=O)N(Cc4ccccn4)[C@@H]3C2)CC1	i
Cc1cc(N2CCCCC2)nc(N2CCN(S(=O)(=O)c3ccc(-c4ccccc4)cc3)CC2)n1	?
CSc1ccc(-c2nc(CSCC(=O)NCc3ccco3)c(C)o2)cc1	i
Nc1cc(C(=O)NCC(c2ccc(Cl)cc2)N2CCCC2)[nH]n1 (stereo not given)	i
COc1ccc(NC(=O)C2CCN(S(=O)(=O)c3cccnc3)CC2)c(OC)c1	?
O=[N+]([O-])c1ccc(C2SCCN2S(=O)(=O)c2ccccc2)cc1 (stereo not given)	?
CCOc1ccc(C2CC(c3cccc(Br)c3)n3nc(N)nc3N2)cc1 (stereo not given)	i
CSc1ncccc1C(=O)N1CCC(CCC(=O)NCc2ccc(F)cc2)CC1	?
C=CCN(Cc1ccccc1OC)C(=O)c1cnc(N2CCN(C)CC2)nc1C	i
COc1ccc(-c2nnc(C[C@@H]3C[C@@H](C(C)C)[C@H](CN4CCN(CCO)CC4)C=C3C)o2)cc1	?
COc1cc(NS(=O)(=O)c2ccc(NC(=O)CSC3=NCCS3)cc2)nc(OC)n1	i
COc1cccc(/C=C2/C(=O)NN(c3ccc(C)c(Cl)c3)C2=O)c1OCC#N	i
Cc1nc(-c2ccc(-n3cnnc3)cc2)n[nH]1	i
COc1ccc(-c2c(-c3ccccc3)ncn2CCc2cnc[nH]2)c(F)c1F	?
O=C(NCc1ccc(Cl)cc1)c1ccc2nc3ccc(Cl)cc3c(=O)n2c1	i
COc1ccc(Cl)cc1C(=O)Nc1cccc2nsnc12	?
O=C(/C=C/c1ccc(O)cc1)OC[C@@]1(O)C=C[C@@H]2C(C(=O)O)=CO[C@@H](O[C@@H]3O[C@H](CO)[C@@H](O)[C@H](O)[C@H]3O)[C@@H]21	i
Cc1cccc(N=Cc2cc3c(cc2[N+](=O)[O-])OCO3)c1	33.0%*
COc1cc(NC(=O)CN2CCCN(Cc3cccc(F)c3)S2(=O)=O)cc(OC)c1	i
COc1ccc(C2=C/C(=C3\c4ccccc4-c4ncccc43)C(=O)O2)cc1	?
COc1ccc(C(=O)Nc2ccc(-c3nc4ncccc4o3)cc2)cc1	?
Cc1cc(=O)[nH]c(NCCn2cc(C(C)c3ccccc3)nn2)n1 (stereo not given)	i
O=C(Nc1cccc(F)c1)N1Cc2[nH]cnc2C[C@H]1c1nc(-c2ccc(Cl)cc2)no1	?
O=C(NN1C(=O)c2ccccc2C1=O)c1cccc(Br)c1	i
CCOC(=O)c1[nH]ncc1CN1CCN(Cc2ccc(C)cc2)C(CCO)C1 (stereo not given)	?
COc1ccc(S(=O)(=O)N(CC(=O)Nc2cccc(F)c2)Cc2ccccc2)cc1	i
COc1ccc(S(=O)(=O)N2CCN(c3cc(-c4cccc(F)c4)ncn3)CC2)cc1Cl	i
CCCCOC(=O)Nc1cccc(Cl)c1C	i
O=C1CC(c2ccncc2F)c2c(n[nH]c2-c2ccc(Cl)cc2)N1 (stereo not given)	i
Cc1noc(CSCc2nc(CC(C)C)nn2-c2ccccc2)n1	i
Oc1ccc(Cl)c(C(Nc2ccccn2)c2ccc3cccnc3c2O)c1 (stereo not given)	?
CC(C)n1cc(C(=O)N(CCN(C)C)CC2CCCN(Cc3ccccc3F)C2)cn1 (stereo not given)	?
CSc1ccc(CN2CCCC(Nc3ccc4c(c3)OCCO4)C2)cc1 (stereo not given)	?
O=C(CC1Sc2ccc(C(F)(F)F)cc2NC1=O)Nc1ccccc1 (stereo not given)	i
CCOC(=O)c1c(C)oc2ccc(OCc3ccc(C)cc3)cc12	i
CCC(C)(C)NC(=O)C1CCC(CNS(=O)(=O)c2cccc3nsnc23)CC1 (stereo not given)	?
Cn1cc(CN2CCC(c3n[nH]c(=O)n3Cc3ccccc3)CC2)cn1	i
CC(=O)Oc1ccc2c(=O)c(Oc3ccccc3)c(C)oc2c1OC(C)=O	i
C=CCNC(=O)CN(Cc1ccc(F)cc1)S(=O)(=O)c1ccc(Cl)cc1	i
O=c1c2cnn(-c3ccc(Cl)cc3)c2ncn1Cc1cccc(Cl)c1	i
CC1(C)CC(=O)C2=C(C1)Nc1cc(C(=O)c3ccccc3)ccc1NC2c1cccnc1 (stereo not given)	33.0%*
COc1cc(C(=O)Nc2ccc3c(c2)ncn3C(C)(C)C)cc(OC)c1OC	?
CC1(C)CC(=O)N(CC(=O)NC2CCCCCC2)c2ccccc2S1	?
Cc1c(C(=O)Nc2ccccc2)cccc1[N+](=O)[O-]	?
O=c1[nH]c(NC2CCCCC2)nnc1Cc1ccccc1	i
O=C(CCc1cc(=O)[nH]o1)N1C[C@@H]2C3CCC(CC3)[C@@H]2C1	i

(cont.)
SMILES	ST2 IL33 inh
CC(=C1C(=O)CC(C)(C)CC1=O)N1CCCC1	?
O=C(Cc1ccccc1)Nc1sc2c(c1C(=O)Nc1ccccc1Cl)CCC2	i
CCOC(=O)C1(Cc2cccc(Cl)c2)CCCN(C(=O)c2c(CC)noc2C)C1 (stereo not given)	i
CC1=C(C(=O)Nc2ccccn2)C(c2ccccc2C(F)(F)F)C2=C(CCCC2=O)N1 (stereo not given)	i
CN1[C@@H](CCC(=O)Nc2ccccc2)CNC(=O)[C@@H]2[C@H]1CCN2CC(C)(C)C	i
CCC1C(=O)C(C)(C)C(=O)OC1c1cccc(Br)c1 (stereo not given)	i
O=C(Nc1ccccc1Cl)c1cccc(Br)c1	i
CCNC(=O)C1CCN(C(=O)c2cc(CN(C)Cc3ccccc3)on2)C1 (stereo not given)	?
O=C(Nc1ccc2c(c1)OCCO2)[C@H](CSCc1ccccc1)N1Cc2ccccc2C1=O	i
CCOc1ccccc1N1CCN(Cc2cc3c(cc2[N+](=O)[O-])OCO3)CC1	30.0%*
O=C(CCc1nc(-c2ccccc2F)no1)Nc1nc2ccccc2s1	i
COCCCn1c(SCC(=O)N2CCC(C)CC2)nc2c(sc3ccccc32)c1=O	i
COc1cccc(N2CCN(c3ncnc4c3cnn4-c3cccc(C)c3)CC2)c1	?
COc1ccc(NC2=CC(c3ccc(OC)c(OC)c3)N(c3ccc(OC)cc3)C2=O)cc1 (stereo not given)	?
CCCC(=O)Nc1ccccc1NC(=O)c1ccc(Cl)cc1Cl	i
CN=c1nc(-c2ccccc2)n(-c2ccccc2)s1	?
COc1ccc(N2CC34C=CC(O3)C(C(=O)O)C4C2=O)cc1 (stereo not given)	?
COc1cccc(N(C(C)=O)C2=C(NC3CCCCC3)C(=O)c3ccccc3C2=O)c1	38.0%*
COc1ccc2c3ccnc4ccc(=O)n(c2c1)c43	i
COc1ccc(Cl)cc1NC(=O)c1noc2c1CCc1ccccc1-2	i
O=c1[nH]c2ccc(N=Cc3cc(O)ccc3Br)cc2[nH]1	i
Cc1ccc(S(=O)(=O)C2(C(=O)NCc3cccs3)CC2)cc1	i
O=C(CSc1n[nH]c(-c2ccncc2)n1)c1ccc(Br)cc1	i
Cc1nn(-c2ccc(F)cc2)c(C)c1[C@@H]1C=C[C@@H](NC(=O)c2ccco2)C1	i
COc1nccnc1NS(=O)(=O)c1ccc(NC(=O)c2cc3ccccc3oc2=O)cc1	?
Cc1nc2ccccc2c2oc(C(=O)N3CCCC3)cc12	?
COc1cc(C2C(N3C(=O)c4ccccc4C3=O)C(=O)N2c2cccc(C)c2)cc(OC)c1OC (stereo not given)	?
CCn1c(C2CCCNC2)nn(Cc2cn3cccc(C)c3n2)c1=O (stereo not given)	?
CC(C)NC(=O)c1ccc2c(Cl)c3c(nc2c1)CCCC3	i
CCCC(=O)Nc1ccccc1NC(=O)c1cccc(Cl)c1	i
C=CCN(C(=O)c1cc2cc3ccc(OC)cc3nc2o1)c1ccccc1	?
COc1ccc(N2CC(NC(=O)C3CCCC3)CC2=O)cc1 (stereo not given)	i
O=C(OCCN1C(=O)c2ccccc2C1=O)c1ccccc1Cl	i
CC(C)(C)c1ccnc(N[C@H]2CO[C@H]3[C@@H]2OC[C@H]3OC(=O)Nc2cccc(C(F)(F)F)c2)n1	?
Cc1cccc(NC(c2cccc(F)c2)c2ccc3ccc(C)nc3c2O)n1 (stereo not given)	?
O=C(Nc1cnc2ccccc2c1)C1c2ccccc2C(=O)N2CCc3ccccc3C12 (stereo not given)	i

Laid out differently: results already given.
| compound | ST2 IL33 inh |
| --- | --- |
| CSc1ccc(CN2CCCC(Nc3ccc4c(c3)OCCO4)C2)cc1 (stereo not given) | ? |
| O=C(CC1Sc2ccc(C(F)(F)F)cc2NC1=O)Nc1ccccc1 (stereo not given) | i |
| CCOC(=O)c1c(C)oc2ccc(OCc3ccc(C)cc3)cc12 | i |
| CCC(C)(C)NC(=O)C1CCC(CNS(=O)(=O)c2cccc3nsnc23)CC1 (stereo not given) | ? |
| Cn1cc(CN2CCC(c3n[nH]c(=O)n3Cc3ccccc3)CC2)cn1 | i |
| CC(=O)Oc1ccc2c(=O)c(Oc3ccccc3)c(C)oc2c1OC(C)=O | i |
| C=CCNC(=O)CN(Cc1ccc(F)cc1)S(=O)(=O)c1ccc(Cl)cc1 | i |

Continuation.
SMILES	ST2 IL33 inh
COc1ccc(-c2cc(C(=O)O)cc(S(=O)(=O)N3CCCC3)c2)cc1F	?
CC(C)N(Cc1ccccc1)C(=O)C1CCCN1S(=O)(=O)c1cccc2nsnc12 (stereo not given)	i
Cc1ccc(OCC(=O)Nc2ccc(Br)cc2C)cc1C	i
CCOC(=O)CSc1nc2c(c(=O)n(C)c(=O)n2C)n1C	i
COc1ccc(C(=O)Nc2c3c(nn2C(C)(C)C)CS(=O)C3)cc1 (stereo not given)	i
CCCn1c(CN2CCN(c3ccc(OC)cc3)CC2)nc2c1c(=O)[nH]c(=O)n2C	i
COc1ccc(Nc2cc(C)nc(Nc3ccc(NC(=O)CCc4ccccc4)cc3)n2)cc1	?
CCN(CC)C(=O)Cn1c(=O)n(CC2CCC(C(=O)NC(C)C)CC2)c(=O)c2sccc21 (stereo not given)	i
N[C@@H](CCCC(=O)O)C(=O)O	i
CC(c1ccccc1)n1cnc2ccccc21 (stereo not given)	i
CCOc1ccc2c(=O)c(Oc3ccccc3Br)coc2c1	?
Cc1ccc(N=Cc2ccc(Br)c([N+](=O)[O-])c2)cc1	?

An excerpt of these results, as labelled records.
CSc1ncccc1C(=O)N1CCC(CCC(=O)NCc2ccc(F)cc2)CC1
  ST2 IL33 inh = ?

CCCC(=O)Nc1ccccc1NC(=O)c1ccc(Cl)cc1Cl
  ST2 IL33 inh = i

CC(c1ccccc1)n1cnc2ccccc21 (stereo not given)
  ST2 IL33 inh = i

Cc1c(C(=O)Nc2ccccc2)cccc1[N+](=O)[O-]
  ST2 IL33 inh = ?

(next part)
SMILES	ST2 IL33 inh
CC(C)n1c(SCC(=O)O)nc2c1c(=O)[nH]c(=O)n2C	?
C/C(=C\c1ccc(N)cc1)c1nc2ccccc2[nH]1	?
CCCn1ncc(-c2ccnc(NC3CC(C)(C)NC(C)(C)C3)n2)c1C	?
CCCCN(CC)Cc1c(C)[nH]c2c(C)cccc2c1=O	i
CCCc1nc2nc[nH]n2c(=O)c1NC(=O)NCC1CCC(C(=O)OCC)CC1 (stereo not given)	i
CC(=O)N[C@@H]1C[C@H](Cc2ccccc2)O[C@H](c2c(Cl)nc3sccn23)C1	i
CC(=O)Nc1ccc(S(=O)(=O)NCc2ccccc2)cc1	i
CN1CCc2c(sc(NC(=O)CS(=O)(=O)c3ccccc3)c2-c2nc3ccccc3s2)C1	i
COc1cccc(-n2c(=O)[nH]c3sc(C)c(C)c3c2=O)c1	i
Cc1cccc2cc(CO)c(N3CCCC(CO)(Cc4ccccc4)C3)nc12 (stereo not given)	?
CC1(C)C[C@H](NCc2ccc(CO)o2)[C@@]2(CCC(=O)N3CCOCC3)CC[C@](C)(O)C[C@@H]12	?
Cc1ccsc1C1C(C#N)=C(N)N(c2ccc(S(N)(=O)=O)cc2)C2=C1C(=O)CC(C)(C)C2 (stereo not given)	i
COc1ccc(CCN2CC(NCc3ccc4c(c3)CCO4)CC2=O)cc1 (stereo not given)	i
COc1ccc(Cl)cc1NC(=O)CCC1CCCN(C(=O)CCN2CCCO2)C1 (stereo not given)	?
COCCCNc1nc2c(c(=O)n(C)c(=O)n2C)n1Cc1c(F)cccc1Cl	?
CC(=O)c1cccc(NC(=O)CN(c2ccccc2F)S(C)(=O)=O)c1	i
Cc1cc(C(C)(C)C)ccc1OCCNCCO	i
CCOC(=O)C1C(=O)C=C(c2cccc(OC)c2)CC1c1cccs1 (stereo not given)	?

The list is partial; count on the stated rates, not on these rows.
